# Screens as filed in PubChem BioAssay.
# VIM-2 inhibitor: blocks Pseudomonas aeruginosa VIM-2 metallo-beta-lactamase. purified VIM-2, nitrocefin hydrolysis, epi-absorbance fluorescence. inhibition, % at 5.6 µM. hit rate 0.89% among 290,000. AID 1527;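 active = inhibition above the mean of all tested compounds plus 3 SD, cutoff set per screening run, cut at about 7.5% in these data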;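 note: red hydrolysis product quenches plate fluorescence so inhibitors raise well fluorescence; 0% = enzyme with DMSO and 100% = DMSO without enzyme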
# IDE act: boosts human insulin-degrading enzyme activity in HEK cells | P14735 | FAbeta-B cleavage, fluorescence polarization; 0% vehicle, 100% cell-free pure enzyme wells | activation, % at 5.96 µM | hit rate 0.073% among 340,000;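 active = activation above the mean of all tested compounds plus 3 SD, set per screening campaign, cut at about 17% in these data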
# IMP-1 inhibitor: inhibitors of Pseudomonas aeruginosa IMP-1 metallo-beta-lactamase; purified IMP-1, nitrocefin hydrolysis, epi-absorbance fluorescence; inhibition, % at 5.6 µM; hit rate 0.45% among 290,000; AID 1556;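 active = inhibition above the mean plus 3 SD of all compounds in the same screening run, cut at about 4.5% in these data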;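 note: 0% = IMP-1 with DMSO and 100% = DMSO wells lacking enzyme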
#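 Material – recombinant IMP-1 enzyme, purified · Amount – IMP-1 0.2 nM before substrate addition · Medium – HEPES buffer pH 7.1 with ZnSO4 and Brij 35 · Timing – 25 °C, 15 min preincubation, 25 min reaction · Measured by – plate fluorescence quenching by hydrolysis product, ex 480/em 530 nm · Read-out – percent enzyme inhibition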
# pCIP destab: lowers stability of the mouse p/CIP coactivator protein; Q05BA5; F442A p/CIP-EGFP cells, EGFP fluorescence, 16 h; decrease of EGFP signal, % at 10 µM; hit rate 0.01% among 290,000; AID 1984;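 active = EGFP signal decrease of at least 30% at 10 µM or well 3 SD below plate mean, unless failing retest; inactive = the rest, including hits failing retest or dose response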; note: some compounds called inactive have numbers as strong as hits; many of its hits are not listed in these tables
# Target sequence (Q05BA5 1-1403): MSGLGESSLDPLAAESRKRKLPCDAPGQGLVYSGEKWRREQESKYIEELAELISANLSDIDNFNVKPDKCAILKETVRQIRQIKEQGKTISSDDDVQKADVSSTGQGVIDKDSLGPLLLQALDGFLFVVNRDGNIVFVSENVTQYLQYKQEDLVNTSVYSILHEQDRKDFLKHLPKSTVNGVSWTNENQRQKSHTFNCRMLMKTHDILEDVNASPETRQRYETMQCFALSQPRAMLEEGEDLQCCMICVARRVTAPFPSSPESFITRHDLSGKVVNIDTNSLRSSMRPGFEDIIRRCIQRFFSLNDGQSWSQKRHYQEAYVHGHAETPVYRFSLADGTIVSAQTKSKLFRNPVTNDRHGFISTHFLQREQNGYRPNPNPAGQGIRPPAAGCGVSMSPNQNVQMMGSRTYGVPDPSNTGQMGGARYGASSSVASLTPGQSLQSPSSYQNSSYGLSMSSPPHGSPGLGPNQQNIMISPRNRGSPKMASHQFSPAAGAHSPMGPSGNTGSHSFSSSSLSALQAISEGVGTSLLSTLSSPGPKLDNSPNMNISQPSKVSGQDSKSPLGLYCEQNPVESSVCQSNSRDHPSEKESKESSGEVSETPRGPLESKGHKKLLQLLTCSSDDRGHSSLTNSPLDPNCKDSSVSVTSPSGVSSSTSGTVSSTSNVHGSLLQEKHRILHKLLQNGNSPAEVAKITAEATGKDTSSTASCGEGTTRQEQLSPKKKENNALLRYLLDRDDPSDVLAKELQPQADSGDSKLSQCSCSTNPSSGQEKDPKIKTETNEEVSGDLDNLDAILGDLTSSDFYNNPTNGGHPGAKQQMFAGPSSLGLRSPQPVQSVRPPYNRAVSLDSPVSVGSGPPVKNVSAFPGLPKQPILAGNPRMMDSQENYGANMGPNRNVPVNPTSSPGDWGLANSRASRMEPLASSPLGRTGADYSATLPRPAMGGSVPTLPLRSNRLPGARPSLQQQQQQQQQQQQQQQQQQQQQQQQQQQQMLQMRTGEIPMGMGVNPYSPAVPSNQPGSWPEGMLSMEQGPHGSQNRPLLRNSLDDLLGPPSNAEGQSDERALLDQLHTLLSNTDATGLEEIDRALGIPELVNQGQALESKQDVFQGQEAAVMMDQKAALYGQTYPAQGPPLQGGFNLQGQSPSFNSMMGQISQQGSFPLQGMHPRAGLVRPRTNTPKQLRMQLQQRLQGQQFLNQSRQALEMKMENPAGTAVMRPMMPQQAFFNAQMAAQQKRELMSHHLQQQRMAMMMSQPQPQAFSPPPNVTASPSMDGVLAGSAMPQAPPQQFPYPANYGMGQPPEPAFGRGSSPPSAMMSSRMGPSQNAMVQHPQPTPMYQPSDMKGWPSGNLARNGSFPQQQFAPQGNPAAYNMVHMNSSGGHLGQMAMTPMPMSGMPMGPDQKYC
# PHOSPHO1 block: PHOSPHO1 (human) inhibition. Q8TCT1. recombinant PHOSPHO1, absorbance phosphatase assay. inhibition, % at 13.3 µM. hit rate 1.1% among 290,000; in the data active = inhibition above about 60%
# MEKK3 PB1 HTS: modulators (inhibitors or enhancers) of MEK5 binding to human MEKK3 PB1 domain; Q99759; bead-based flow cytometry, Alexa488-MEK5 binding to MEKK3; actives lie on both sides; 0 = blocked by unlabeled MEK5, 100 = vehicle; binding response (% of control), % at 10 µM; hit rate 1.4% among 290,000;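 active = binding response more than 3 SD above or below the average of its plate-row segment, actives on both sides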;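 note: Alexa488 bead fluorescence after subtracting the streptavidin-only scavenger bead signal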
# HCV NS3 hel inh: blocks Hepatitis C virus NS3 helicase unwinding; AID 1800; inhibition, % at 10.9 µM; hit rate 0.56% among 290,000; NS3 helicase DNA unwinding, Cy5 molecular beacon fluorescence;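 active = inhibition above the mean of all tested compounds plus 3 SD, set per campaign, cut at about 35% in these data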;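 note: 0% = DMSO wells and 100% = thioflavine S control wells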
#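 Control set: DMSO versus 110 µM thioflavine S; Material: NS3 helicase fragment of HCV; Measured by: Cy5 fluorescence at 0 and 60 min, beacon hairpin quenching; Read-out basis: percent inhibition from t60/t0 fluorescence ratio; Times: reaction time 60 min, 25 °C; Repeats: single replicate; Compound dosing: single dose, 10.9 µM nominal final, DMSO 0.8% final.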
# DNA FID counter: counter-screen for HCV NS3 helicase inhibitors: DNA intercalator displacement. hit rate 0.17% among 290,000. DNA fluorescent intercalator displacement, fluorescence. AID 1845. inhibition, % at 7.9 µM; in the data active = inhibition above about 37%;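 note: 0% = vehicle and 100% = reference compound; higher means more ethidium bromide displaced from hairpin DNA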
# SUMO HTRF inh: SUMOylation inhibition | HTRF SUMOylation assay, SAE1/SAE2 + UBC9, in vitro | inhibition, % at 35 µM | AID 2006 | hit rate 0.36% among 290,000; in the data active = inhibition above about 50%, passing the limit was not always enough; note: strong numbers were not always called active
# * hit, by the source's call; / = no result given; [ ] = remark or other dose.
# Order of values: VIM-2 inhibitor | IDE act | IMP-1 inhibitor | pCIP destab | PHOSPHO1 block | MEKK3 PB1 HTS | HCV NS3 hel inh | DNA FID counter | SUMO HTRF inh
1: O=c1oc2cc(O)ccc2cc1S(=O)(=O)c1ccccc1
  -1.5 | 0.3 | 0.9 | 3.3 | 2.8 | 96.0 | 10.8 | 3.0 | 24.0
2: O=C(Cc1ccccc1)CC1(O)C(=O)Nc2ccccc21 (configuration not stated)
  -3.0 | 5.5 | -1.8 | 6.4 | 55.2 | 77.0 | -1.2 | -3.7 | -4.8
3: Cc1c(/C=N\NC(=O)c2cccc(F)c2)cnn1C
  -4.2 | 1.9 | -2.9 | -1.6 | -6.4 | 104.0 | -13.4 | -13.4 | 11.7
4: CCOC(=O)c1c(CN2CCOCC2)oc2ccc(OC)cc12
  -3.2 | -2.0 | -1.3 | -10.6 | -20.8 | 99.0 | -12.6 | -17.7 | 30.9
5: COc1ccc(-n2c(N)c(-c3nc4ccccc4n3C)sc2=S)cc1
  -0.8 | 3.6 | -5.0 | 0.9 | 26.1 | 69.0*[inhibitor] | -5.8 | 2.6 | -6.0
6: COc1cccc(C(=O)Nc2ccc(S(=O)(=O)NCc3ccco3)cc2)c1
  -2.8 | 0.8 | -0.8 | -16.2 | 6.8 | 100.0 | 5.4 | -4.1 | 4.5
7: COCCNC(=O)/C(C#N)=C/C=C/c1ccccc1
  -3.4 | -0.4 | -1.5 | 3.9 | 32.6 | 99.0 | 1.8 | -4.4 | -1.4
8: Cc1[nH]c(=O)[nH]c1C(=O)CCCCC(=O)OCC(=O)Nc1ccccn1
  2.9 | -2.8 | 0.8 | -5.4 | 7.6 | 101.0 | 9.6 | 3.9 | 12.3
9: Cc1ccc(C23CC4CC(CC(C(=O)NC(C)C)(C4)C2)C3)cc1
  -2.2 | -1.1 | -1.5 | -13.1 | / | 105.0 | -4.8 | -32.7 | -4.5
10: O=C(NC(=S)Nc1ccccc1O)c1ccc(Cl)cc1Cl
  -5.0 | -4.0 | -3.1 | 9.8 | 48.4 | 91.0 | -0.1 | 5.6 | -5.3
11: CCOc1ccccc1/C=N/Nc1nc2ccccc2o1
  -4.1 | 0.3 | -2.4 | -7.0 | 31.1 | 100.0 | 3.1 | -9.8 | 4.3
12: CCCc1c(C)nc2c(OC)cccc2c1SCC(=O)O
  -1.0 | 3.5 | -3.4 | 6.7 | 42.6 | 100.0 | 6.8 | -19.4 | 18.9
13: COC(=O)C1CCN(S(=O)(=O)c2c(C)n(C)c(=O)n(C)c2=O)CC1
  -1.1 | 4.0 | -2.4 | -12.6 | 32.6 | 96.0 | 5.5 | 1.8 | 9.5
14: NC(=O)CC(NC(=O)Cc1cccc2ccccc12)c1ccc(NCCc2ccc(F)cc2)c([N+](=O)[O-])c1 (configuration not stated)
  / | 3.0 | / | -0.4 | 25.1 | 92.0 | / | / | 48.6
15: COC(=O)C1CN(S(=O)(=O)c2ccccc2)CCN1S(=O)(=O)c1ccccc1 (configuration not stated)
  0.3 | 4.6 | -0.2 | 2.8 | 7.4 | 102.0 | 3.8 | -12.9 | -1.3

# Entries above marked active in MEKK3 PB1 HTS:
No. | SMILES | VIM-2 inhibitor | IDE act | IMP-1 inhibitor | pCIP destab | PHOSPHO1 block | MEKK3 PB1 HTS | HCV NS3 hel inh | SUMO HTRF inh
5 | COc1ccc(-n2c(N)c(-c3nc4ccccc4n3C)sc2=S)cc1 | -0.8 | 3.6 | -5.0 | 0.9 | 26.1 | 69.0*[inhibitor] | -5.8 | -6.0

# The listing picks up; the 6 compounds before the break are reprinted first.
# Order of values: VIM-2 inhibitor | IDE act | IMP-1 inhibitor | pCIP destab | PHOSPHO1 block | MEKK3 PB1 HTS | HCV NS3 hel inh | DNA FID counter | SUMO HTRF inh
10: O=C(NC(=S)Nc1ccccc1O)c1ccc(Cl)cc1Cl
  -5.0 | -4.0 | -3.1 | 9.8 | 48.4 | 91.0 | -0.1 | 5.6 | -5.3
11: CCOc1ccccc1/C=N/Nc1nc2ccccc2o1
  -4.1 | 0.3 | -2.4 | -7.0 | 31.1 | 100.0 | 3.1 | -9.8 | 4.3
12: CCCc1c(C)nc2c(OC)cccc2c1SCC(=O)O
  -1.0 | 3.5 | -3.4 | 6.7 | 42.6 | 100.0 | 6.8 | -19.4 | 18.9
13: COC(=O)C1CCN(S(=O)(=O)c2c(C)n(C)c(=O)n(C)c2=O)CC1
  -1.1 | 4.0 | -2.4 | -12.6 | 32.6 | 96.0 | 5.5 | 1.8 | 9.5
14: NC(=O)CC(NC(=O)Cc1cccc2ccccc12)c1ccc(NCCc2ccc(F)cc2)c([N+](=O)[O-])c1 (configuration not stated)
  / | 3.0 | / | -0.4 | 25.1 | 92.0 | / | / | 48.6
15: COC(=O)C1CN(S(=O)(=O)c2ccccc2)CCN1S(=O)(=O)c1ccccc1 (configuration not stated)
  0.3 | 4.6 | -0.2 | 2.8 | 7.4 | 102.0 | 3.8 | -12.9 | -1.3
16: O=C(NCCN1CCOCC1)c1ccc(CSCc2cccc(Cl)c2)o1
  -1.4 | -1.6 | -3.1 | 13.1 | 9.1 | 113.0 | -4.7 | 7.6 | 9.6
17: CCOC(=O)C1CCN(C(=O)C(=O)c2cn(CC(=O)N3CCCCCC3)c3ccccc23)CC1
  -2.0 | 4.2 | -2.4 | -4.7 | 24.0 | 93.0 | -9.9 | -41.0 | 13.0
18: Cc1nc(NC(=O)c2ccc3c(c2)OCO3)ccc1Br
  -1.4 | -1.4 | -0.5 | 8.5 | 23.4 | 100.0 | -3.8 | -1.6 | 7.5
19: CCOc1ccccc1C1NC(=O)NC(C)=C1C(=O)OC1CCCCC1 (configuration not stated)
  -1.1 | -5.5 | -3.0 | 0.9 | 18.0 | 100.0 | -8.2 | -12.1 | 8.0
20: COc1ccc(C)cc1S(=O)(=O)N(C)CC(=O)N1CCCCC1
  -4.1 | 4.0 | -5.9 | / | / | 84.0 | 0.9 | -3.1 | /
21: CCCN1CCC(NCC(C)c2ccccc2)CC1 (configuration not stated)
  -0.5 | 3.6 | -3.7 | -2.6 | 39.1 | 105.0 | 5.7 | 7.3 | 0.2
22: O=C(COc1ccccc1)Nc1c2c(nn1-c1ccccc1)CS(=O)(=O)C2
  -2.4 | 3.1 | -3.0 | 13.9 | 19.2 | 99.0 | -1.3 | -15.3 | 10.7
23: CCOCCCNC(=O)/C(C#N)=C/c1cc(OC)c(O)c([N+](=O)[O-])c1
  -2.7 | 6.2 | -0.3 | -4.2 | 34.2 | 99.0 | 3.5 | -2.8 | 12.4
24: Cc1ccc(CNC(=O)c2c(-c3ccccc3Cl)noc2C)cc1
  2.8 | 2.8 | -1.1 | -4.9 | 37.3 | 103.0 | -10.5 | -17.6 | -26.6
25: O=C(c1cc(-c2ccc(Cl)cc2)n[nH]1)N1CCc2ccccc2C1
  -1.8 | 5.5 | -3.7 | -5.0 | 14.4 | 98.0 | 1.9 | -31.3 | 7.6
26: CC1CCc2nc3ccccc3c(C(=O)OCC(=O)N(C)C3CCS(=O)(=O)C3)c2C1 (configuration not stated)
  -1.3 | -1.6 | -2.6 | 0.6 | 1.4 | 100.0 | -2.3 | -17.1 | 4.0
27: Cc1ccc(C(=O)CSc2nc3ccccc3o2)cc1
  -0.6 | 1.9 | -2.3 | -5.9 | 3.0 | 108.0 | 2.0 | -3.2 | -11.8
28: CCN(Cc1ccccc1)C(=O)C1CCN(c2ncnc3c2nc2n3CCCCC2)CC1
  -1.3 | 3.6 | -1.4 | 2.7 | 34.1 | 102.0 | -5.5 | -54.0 | 13.0

# Part of the list above, screen by screen:
[5] COc1ccc(-n2c(N)c(-c3nc4ccccc4n3C)sc2=S)cc1
[13] COC(=O)C1CCN(S(=O)(=O)c2c(C)n(C)c(=O)n(C)c2=O)CC1

Screen / compound no.,5,13
VIM-2 inhibitor,-0.8,-1.1
IDE act,3.6,4.0
IMP-1 inhibitor,-5.0,-2.4
pCIP destab,0.9,-12.6
PHOSPHO1 block,26.1,32.6
MEKK3 PB1 HTS,69.0*[inhibitor],96.0
HCV NS3 hel inh,-5.8,5.5
DNA FID counter,2.6,1.8
SUMO HTRF inh,-6.0,9.5

# The list is partial (hit frequency here may not be typical).
